# Pol beta inh = qHTS Assay for Inhibitors of DNA Polymerase Beta; Pol beta primer extension/strand displacement, fluorescence kinetic; Potency, µM (series often up to 114 µM), inactives show at the highest dose activity change, negative = inhibition, hits mostly inhibitors; 340,000 tested, 1.3% active; note: potency is the fitted concentration of half-maximal effect; % is set by controls: 0 for no effect and ±100 for the full control effect
#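 Enzyme-only controls used 10 nM Pol beta; buffer lacking enzyme served as negative control. Compound preincubated 15 min, then 50 nM substrate added; 0 and 10 min reads at room temperature.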
# LDHA inh = qHTS assay for inhibitors of human lactate dehydrogenase. 480,000 tested, 0.15% active. purified LDHA, NADH/diaphorase-resazurin fluorescence; active compounds read low. L-lactate dehydrogenase A chain (Homo sapiens), P00338. activity change, % (values are at about 110 or 230 µM); in the data active = activity change below about -30%; inconclusive = mostly about -25% to -30%;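 note: plate controls were DMSO wells for no effect and wells without enzyme for full effect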
#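 Resorufin fluorescence (ex540/em590), read at 0 and 20 min after diaphorase/resazurin addition, reports the NADH left after a 5 min room-temperature reaction of 2 nM human LDH5 with 0.06 mM NADH and 0.2 mM pyruvate.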
# Glioma ERSR ind = qHTS for Inducers of the Endoplasmic Reticulum Stress Response (ERSR) in Human Glioma: qHTS; 420,000 tested, 0.02% active; Potency, µM, inactives show at the highest dose activation, hits mostly activators; U87-MG GRP78 promoter luciferase reporter, 16 h; note: potency is the fitted concentration of half-maximal effect; series mostly up to about 76 µM; % of control where 0% means no effect; nearly all actives have a fitted effect of over 35% in size
#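 ERSR induction read as luciferase luminescence (Bright-Glo, 10 min at room temperature) in stably transfected human U87-MG glioma cells exposed to compounds for 16 h, using GRP78 as sensor.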
# Pol iota inh = qHTS for Inhibitors of Polymerase Iota | 390,000 tested, 1% active | Potency, µM (titrated, usually from 115 µM), inactives show top-dose activity, negative = inhibition, actives largely listed as inhibitors | AID 588590, 2011 | Pol iota fluorescent replication assay, 10 min; note: potency is the fitted concentration of half-maximal effect
#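 Pol iota at 10 nM preincubated 15 min with compounds at room temperature; reaction started with fluorescent substrate, 50 nM final. Fluorescence read kinetically at 0 and 10 min; buffer-only wells as negative control.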
# POLK inh = qHTS for Inhibitors of Polymerase Kappa. DNA polymerase kappa (Homo sapiens), Q9UBT6. purified Pol kappa, fluorescent DNA synthesis assay, 10 min. Potency, µM (titrated, usually from 107 µM), for inactives: at the top dose activity, negative = inhibition, hits mostly inhibitors. 400,000 tested, 0.53% active; note: potency is the fitted concentration of half-maximal effect; % is set by controls: 0 for no effect and ±100 for the full control effect
#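 Fluorescent qHTS in 1536-well format: enzyme (10 nM) and compound sat 15 min at room temperature before 50 nM substrate (final) was added. Signal taken at 0 and 10 min; no-enzyme buffer wells were negative controls.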
# BLM helicase inh = qHTS Assay for Inhibitors of Bloom's syndrome helicase (BLM); RecQ-like DNA helicase BLM (Homo sapiens), P54132; recombinant BLM DNA unwinding, fluorescence dequenching; Potency, µM (doses to about 56.1 µM), for inactives: at the top dose activity change, negative = inhibition, most hits filed as inhibitors; 350,000 tested, 0.2% active; AID 2528, 2010;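 note: potency is the fitted concentration of half-maximal effect; plate controls were vehicle for no effect and no enzyme for full effect; nearly all actives have a fitted effect of over 35% in size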
# APE1 inh = qHTS Assay for Inhibitors of the Human Apurinic/apyrimidinic Endonuclease 1 (APE1) | DNA repair nuclease/redox regulator APEX1 (Homo sapiens), P27695 | recombinant APE1, TAMRA/BHQ-2 abasic DNA cleavage fluorescence | Potency, µM (series often up to 65.8 µM), for inactives: at the highest dose activity change, negative = inhibition, actives largely listed as inhibitors | 350,000 tested, 0.35% active;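 note: potency is the fitted concentration of half-maximal effect; plate controls were vehicle for no effect and reference inhibitor for full effect; nearly all actives have a fitted effect of over 55% in size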
#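 Substrate: short duplex with […] THF abasic site, 5'-TAMRA and 3'-BHQ-2, 50 nM final. APE1 at 0.75 nM, preincubated 15 min RT with compound. Fluorescence increase from first to third read measured activity.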
# POLH inh = qHTS for Inhibitors of Polymerase Eta; AID 588591, 2011; Potency, µM (highest dose often 114 µM), for the others: at the highest dose activity change, negative = inhibition, hits mostly inhibitors; 390,000 tested, 1.2% active; DNA polymerase eta (Homo sapiens), Q9Y253; recombinant Pol eta, fluorescent DNA replication assay; note: potency is the fitted concentration of half-maximal effect; % is set by controls: 0 for no effect and ±100 for the full control effect
# Target sequence (Q9Y253 whole entry, looked up): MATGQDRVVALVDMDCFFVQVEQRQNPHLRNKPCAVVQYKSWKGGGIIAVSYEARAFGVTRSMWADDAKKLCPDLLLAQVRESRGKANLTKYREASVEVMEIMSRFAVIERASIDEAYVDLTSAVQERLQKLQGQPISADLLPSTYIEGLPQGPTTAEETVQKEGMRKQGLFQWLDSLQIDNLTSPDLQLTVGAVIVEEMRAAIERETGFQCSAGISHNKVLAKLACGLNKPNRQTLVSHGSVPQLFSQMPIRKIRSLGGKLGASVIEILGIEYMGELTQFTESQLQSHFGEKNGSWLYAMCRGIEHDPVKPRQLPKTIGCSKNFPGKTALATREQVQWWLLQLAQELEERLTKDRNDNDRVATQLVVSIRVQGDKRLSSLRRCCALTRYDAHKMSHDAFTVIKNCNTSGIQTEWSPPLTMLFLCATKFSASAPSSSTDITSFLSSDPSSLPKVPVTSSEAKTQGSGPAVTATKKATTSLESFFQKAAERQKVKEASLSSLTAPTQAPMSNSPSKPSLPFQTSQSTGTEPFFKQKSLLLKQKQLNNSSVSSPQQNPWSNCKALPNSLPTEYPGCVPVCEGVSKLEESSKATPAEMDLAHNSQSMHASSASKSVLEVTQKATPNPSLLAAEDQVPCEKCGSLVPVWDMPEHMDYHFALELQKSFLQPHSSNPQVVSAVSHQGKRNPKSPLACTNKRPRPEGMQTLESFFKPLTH
#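 Fluorescent replication assay: 50 nM final substrate added after a 15 min room-temperature compound preincubation with 10 nM enzyme. Signal taken at 0 min and again at 10 min.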
# Anesthetic bind = qHTS Assay for Identification of Novel General Anesthetics. apoferritin/1-aminoanthracene competitive binding, fluorescence. Potency, µM (top dose mostly 77.5 µM), for inactives: at the top dose activity change, negative = displacement, most hits filed as inhibitors. 350,000 tested, 0.074% active; note: potency is the fitted concentration of half-maximal effect; % is set by controls: 0 for no effect and ±100 for the full control effect; nearly all actives have a fitted effect of over 20% in size
# Target sequence (P02791 2-175 limits assumed): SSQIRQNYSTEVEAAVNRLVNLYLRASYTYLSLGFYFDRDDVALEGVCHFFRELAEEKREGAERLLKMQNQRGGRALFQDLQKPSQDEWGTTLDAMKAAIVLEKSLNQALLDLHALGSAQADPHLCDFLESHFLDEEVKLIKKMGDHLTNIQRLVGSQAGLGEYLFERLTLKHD
#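 In PBS, apoferritin at 10 uM is loaded with 1-AMA from a 50% saturated solution. After 10 min of compound exposure at ambient temperature, reduced 535 nm fluorescence indicates probe displacement.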
# The depositor's hits bear a star; ? = inconclusive; / = no result given; & = joins results of further samples; [ ] = dose if it differs, or a comment. Unless noted, calls come from the whole dose curve; as a rule, active = well fitted curve in the direction sought with a large enough effect; inconclusive = small, poorly fitted or top-dose-only effect, or another doubt; inactive = no such curve, though single readings can be large; an effect the other way counts as inactive or inconclusive. These rows are one share of the data (hit frequency here may not be typical).
SMILES,Pol beta inh,LDHA inh,Glioma ERSR ind,Pol iota inh,POLK inh,BLM helicase inh,APE1 inh,POLH inh,Anesthetic bind
OCc1nc2c(ccc3ccccc32)[nH]1,14%,3,9%,21%,8%,1%,18%,-6%,-1%
Cc1cccc(NC(=O)c2sc3nc(-c4cc5ccc(O)cc5oc4=O)[nH]c(=O)c3c2C)c1,?,-4,-3%,41%[activator],-3%,-1%,/,?,5%
COC(=O)c1ccc(C(=O)OC)c(NC(=O)c2cnc3n(c2=O)CCS3)c1,-5%,-4,-2%,17%,-10%,-7%,-8%,5%,17%
O=C(COC(=O)c1cccnc1Cl)NCCc1ccc(F)cc1,/,-1,-4%,15%,-13%,/,18%,-15%,/
COc1ccc(CCC(=O)NC2CC(=O)N(c3ccc(C)cc3)C2)cc1 (stereo unspecified),18%,-14,-2%,13%,-4%[60.1 µM],-2%,/,-14%,-2%
COc1ccccc1/C=C/C=N/NC(=O)CC1C(=O)NN=C1C (stereo unspecified),10%,-2,0%,100%[activator],-1%,-3%,17%,-15%,3%
COc1ccc(OC)c(-c2csc(NC(=O)COC(=O)C3CCC3)n2)c1,/,-15,-2%,22%,-9%,/,-14%,-24%,/
Cc1ccc(S(=O)(=O)NCc2ccccc2)cc1C(=O)NCc1ccccn1,-10%,0,-2%,20%,11%,-1%,3%,-10%,-2%
CC(=O)c1ccc(O)c(CO)c1,-12%,-4,0%,3%,-4%,-2%,2%,3%,-5%
Nc1ccc(/C=C/c2cccc3cccnc23)cc1,/,3,-3%,12%,-9%,/,/,/,/
CCOC(=O)C1CCCN(S(=O)(=O)c2ccc(-n3cnnn3)c(C)c2)C1 (stereo unspecified),7%,-3,-5%,7%,7%,-3%,1%[12.4 µM],-2%,-3%
CSc1ncc(CN2CCN(C3CCCCC3)C(CCO)C2)cn1 (stereo unspecified),3%,-2,1%,17%,-3%,-3%,2%,-16%,-2%
COc1cc(-c2nnc(COC(=O)c3cc(C)no3)o2)cc(OC)c1OC,0%,2,-3%,10%,-6%,-6%,-5%,-1%,-8%
O=C(NCN1C(=O)C2C3C=CC(C3)C2C1=O)Nc1ccccc1O (stereo unspecified),0%,4,-1%,24%,-3%,0%,?,-16%,-16%
COc1ccc(-c2nonc2NC(=O)c2ccco2)cc1OC,2%,-13,-3%,-13%,-11%,1%,-5%,-6%,-5%

# Continued; it opens with the six that closed the last part.
SMILES,Pol beta inh,LDHA inh,Glioma ERSR ind,Pol iota inh,POLK inh,BLM helicase inh,APE1 inh,POLH inh,Anesthetic bind
Nc1ccc(/C=C/c2cccc3cccnc23)cc1,/,3,-3%,12%,-9%,/,/,/,/
CCOC(=O)C1CCCN(S(=O)(=O)c2ccc(-n3cnnn3)c(C)c2)C1 (stereo unspecified),7%,-3,-5%,7%,7%,-3%,1%[12.4 µM],-2%,-3%
CSc1ncc(CN2CCN(C3CCCCC3)C(CCO)C2)cn1 (stereo unspecified),3%,-2,1%,17%,-3%,-3%,2%,-16%,-2%
COc1cc(-c2nnc(COC(=O)c3cc(C)no3)o2)cc(OC)c1OC,0%,2,-3%,10%,-6%,-6%,-5%,-1%,-8%
O=C(NCN1C(=O)C2C3C=CC(C3)C2C1=O)Nc1ccccc1O (stereo unspecified),0%,4,-1%,24%,-3%,0%,?,-16%,-16%
COc1ccc(-c2nonc2NC(=O)c2ccco2)cc1OC,2%,-13,-3%,-13%,-11%,1%,-5%,-6%,-5%
COc1cccc(C(C)NC(=O)c2ccncc2)c1 (stereo unspecified),17%,4,2%,2%,-1%,0%,-5%,-10%,-6%
Nc1nc2n(n1)C(c1ccco1)CC(c1ccccc1)N2 (stereo unspecified),-21%,1,-3%,9%,-8%,4%,8%,2%,5%
COc1ccccc1N1C(=O)c2ccc(C(=O)Nc3ccccc3O)cc2C1=O,0%,-4,-2%,14%,14%,-9%,-4%,-11%,-8%
O=C(COc1ccc2cc(Br)ccc2c1Br)N1CCOCC1,1%,1,4%,-6%,9%,2%,-3%,-13%,-17%
CCOc1ccc2[nH]c(C)c(CN3CCN(CC)CC3)c(=O)c2c1,6%,-3,-5%,3%,-6%,-5%,-4%,-5%,14%
CCOCCCNc1ncc2c(n1)CC(c1ccc(C)cc1)CC2=O (stereo unspecified),27%,-9,0%,5%,-6%,-2%,-2%,-2%,-7%
COc1ccc(NS(=O)(=O)c2ccc3[nH]c(=O)ccc3c2)cc1OC,-15%,1,-2%,13%,-2%,-12%,/,-10%,?
O=C(NCCc1cccs1)C12CN(Cc3ccccc3)CC1C(c1cccc([N+](=O)[O-])c1)=NO2 (stereo unspecified),-7%,-13,-3%,-6%,-1%,-11%,-8%,-13%,-11%
O=[N+]([O-])c1cc([N+](=O)[O-])c(N2CCOCC2)cc1NCc1ccccc1,-8%,-2,1%,17%,-17%,1%,-7%,-19%,-1%
Cc1cc(Nc2ccccc2Br)n2nc(C)nc2n1,-22%,3,-3%,8%,-13%,-1%,-1%,-10%,-2%
CCC(C(=O)Nc1ccc(C(C)C)cc1)n1nc(C)n2c(cc3cc(C)ccc32)c1=O (stereo unspecified),?,-8,?,30%[activator],-22%,-8%,/,?,-12%
CCOCCCNC(=O)CCc1ccc(-n2cnc3cccnc32)cc1,-2%,11,-1%,8%,-13%,-2%,49%,9%,-7%
Cc1csc(SCc2c(C(=O)O)oc3ccccc23)n1,2%,-4,0%,14%,-6%,-8%,9%,9%,-18%
Cc1ccc(C(=O)N/C(=C/c2ccccc2)C(=O)NCc2ccncc2)cc1,29%,-7,-4%,5%,-1%,-9%,-5%,5%,4%
Cc1ccc(C)c(NC(=O)Nc2cccc(-c3cn4cccnc4n3)c2)c1,-6%,-4,-3%,4%,0%,-7%,/,?,-4%
CN(CC(=O)Nc1ccc(Cl)cc1)C(=O)C1CCCC1,/,-4,4%,26%,-15%,/,0%,-4%,/
CCN1CCN(C(=O)c2ccc(COc3ccc(Cl)cc3)o2)CC1,43%,-3,-2%,1%,-13%,-10%,9%,-4%,-11%
CCCCC(=O)NCc1ccc2c(c1)cc(C)n2C,11%,0,3%,37%[activator],-7%,-12%,-2%,-3%,-6%
CCCn1nc(C(=O)NNC(=O)CCCOc2ccc(OC)cc2)c2ccccc2c1=O,/,-8,-2%,26%,2%,/,-1%,-23%,/
Cc1ccc(S(=O)(=O)Nn2c(C)ccc2C)cc1,-12%,-2,-1%,?,?,-29%,16%,?,4%
CCOC(=O)[C@@H]1[C@H]2COc3cc(OC)ccc3[C@H]2N2C(=O)N(c3ccc(OC)cc3)C(=O)[C@]12C,/,-5,-4%,11%,-16%,/,-13%,-12%,/
N#CCCN(C(=O)COC(=O)Cc1c[nH]c2ccccc12)c1ccccc1,/,4,-3%,6%,0%,/,9%,-19%,/
COc1cc(OC)c(OC)cc1CNCCCSc1nnnn1C,11%,-4,-4%,26%,2%,2%,/,-8%,1%
COc1cc(-c2noc(C3CCCN(S(=O)(=O)c4cccc(Cl)c4)C3)n2)cc(OC)c1OC (stereo unspecified),-2%,-11,4%,12%,-10%,-7%,-5%,-17%,-10%
Cc1ccc(NC(=O)CN(C)C(=O)CCOc2cccc(C)c2)cc1,1%[57.1 µM],-3,-6%,12%,-4%,2%,-1%,-7%,-4%
O=C(c1nc(-c2ccc(Cl)cc2)n2c1CCCCC2)N1CCN(c2ccccc2)CC1,-1%,-2,-2%,3%,-12%,-6%,/,-21%,-14%
CN(C)CCn1c2c(c(SCC(=O)Nc3cccc(C(F)(F)F)c3)nc1=O)CCCC2,/,-5,-3%,4%,-18%,/,14%,-11%,/
O=C(CCCOc1ccc(Br)cc1)Nc1ccc(S(=O)(=O)N2CCOCC2)cc1,/,0,-3%,-16%,6%,/,-5%,-10%,/
CC(=O)N1CCN(c2nnnn2-c2ccccc2)CC1,18%,-4,-3%,-5%,0%,0%,1%,-18%,4%
CCOc1ccc(NS(=O)(=O)c2ccc(C(=O)NCc3cccnc3)cc2)cc1,/,-12,1%,9%,-1%,/,4%,-8%,/
CCCOc1ccc(OC(=O)c2sc3ncn(Cc4cccc(F)c4)c(=O)c3c2C)cc1,8%,-1,-2%,19%,-24%[60.1 µM],0%,/,-16%,-20%
OCC1(C2=NOC(O)(C(F)(F)F)C2)CCCCC1 (stereo unspecified),0%,2,-9%,23%,-12%,-8%,3%,-21%,-17%
O=C(Cn1cnc2cc([N+](=O)[O-])ccc2c1=O)Nc1ccc2c(c1)OCO2,1%,1,-1%,92%[activator],-18%,-14%,-2%,-10%,-9%
COc1ccc(CCC(=O)N2CCN(S(=O)(=O)c3cccc(C(F)(F)F)c3)CC2)cc1OC,/,-8,0%,?,-10%,/,8%,-4%,/
CCOc1ccccc1Nc1nc(-c2sc(NC(=O)c3ccccc3)nc2C)cs1,32%,/,/,/,/,-1%,1%,/,-7%
O=C(NCc1c(-n2cccc2)sc2c1CCCC2)Nc1cccc(C(F)(F)F)c1,-19%,0,-3%,17%,0%,-5%,/,-13%,-7%
Cc1ccccc1CNCc1cccnc1,-20%,-12,-5%,6%,-4%,-12%,4%,-15%,-9%
Cc1oc(-c2ccccc2F)nc1CSCC(=O)NC1CCCC1,19%,-1,3%,18%,-11%,-1%,33%,-5%,-13%
Cn1nc(C(=O)OCC(=O)Nc2ccc(C(N)=O)cc2)c2ccccc2c1=O,/,-3&7,-5%,-16%,-7%,/,3%,-13%,/
